# Xi reactivation: reactivates the inactive X chromosome in mouse fibroblasts | XiGFP mouse fibroblasts, % GFP-positive cells imaging, 3 d; cells co-treated with 5-aza-dC sensitizer; scaled so ellipticine positive control = 100% | activation, % at 7.58 µM | 0.055% of 360,000 active;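 active means mean normalized replicate activation at least 10% and every replicate at or above 10%; inconclusive means only one of the two criteria met; inactive means mean below 10% and not all replicates reach 10%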;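 further: 0% = median of on-plate neutral control wells and 100% = ellipticine 6 µM median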
#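 Assay system: SV40-immortalized XiGFP fibroblast cells, line 68-5-11; buffer or medium: DMEM plus 5-aza-dC sensitizer; compound: one concentration, pinned; timing: compounds 3 days, fix/stain 15 min at room temperature; benchmarks: positive control ellipticine, 6 µM final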
# RAD54 branch: RAD54 (human) branch migration inhibition. Q92698. RAD54 Holliday junction branch migration, FAM/BHQ fluorescence. inhibition, % at 10.4 µM. 0.14% of 360,000 active;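 active means mean normalized replicate activity at least 40 and at least half of replicates scoring 40 or more; inconclusive means only one of the two criteria met; inactive means mean below 40 and under half of replicates reaching 40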;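 further: 0% = median of neutral control wells and 100% = median of positive control wells; inhibitors cause a drop in the FAM fluorescence signal; in these data hits start at about 50%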
# ERAP1 inh: ERAP1 (human) enzyme inhibition; recombinant ERAP1, Leu-AMC fluorescence, 60 min; Q9NZ08; 0.15% of 340,000 active; inhibition, % at 10.7 µM;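 active means mean replicate inhibition of at least 30%, or all replicates individually reaching that 30% level; inactive means mean below 30% and not every replicate reaching it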;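 further: 0% = neutral control wells and 100% = L-leucinethiol positive control wells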
# ERp5 block: inhibitors of human ERp5; 0.05% of 350,000 active; AID 651711; ERp5 insulin aggregation, absorbance 650 nm, 90 min; inhibition, % at 9.99 µM;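 active means mean replicate inhibition above about 25%, with every replicate also reaching it, limit read from the data, passing the limit was not always enough; inconclusive means only one of those two criteria met; inactive means neither criterion met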
# Target sequence (Q15084 whole entry, looked up): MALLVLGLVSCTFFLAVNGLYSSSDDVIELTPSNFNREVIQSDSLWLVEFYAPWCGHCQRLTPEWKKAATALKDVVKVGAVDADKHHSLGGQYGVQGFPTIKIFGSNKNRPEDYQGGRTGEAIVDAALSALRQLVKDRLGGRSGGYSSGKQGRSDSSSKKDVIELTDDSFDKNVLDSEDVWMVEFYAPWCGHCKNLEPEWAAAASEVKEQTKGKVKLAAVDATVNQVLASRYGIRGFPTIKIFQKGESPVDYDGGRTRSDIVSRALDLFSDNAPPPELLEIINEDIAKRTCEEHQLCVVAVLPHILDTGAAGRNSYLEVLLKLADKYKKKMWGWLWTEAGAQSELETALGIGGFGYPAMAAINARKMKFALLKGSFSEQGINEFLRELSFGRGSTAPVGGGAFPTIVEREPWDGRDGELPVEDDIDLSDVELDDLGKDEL
# esBAF inh: blocks esBAF chromatin remodeling in mouse ES cells; Bmi1-luciferase knock-in reporter, 24 h; 100% = twice the neutral-well signal; reporter increase, % at 12.5 µM; 2% of 350,000 active; AID 602393; in the data active means activation above about 40%; inconclusive means no clear call, values can overlap the other calls;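 further: 0% = median of the plate's neutral control wells and 100% = double that signal; a rise in the Bmi1 reporter signal indicates esBAF inhibition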
# E-selectin induc: induces E-selectin expression in human endothelial cells | activation, % at 7.58 µM | HUVEC E-selectin immunofluorescence imaging; normalized: neutral wells 0, TNF-alpha wells 100 | P16581 | 0.37% of 260,000 active;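 active means mean E-selectin-positive cell signal at least 10% of the positive control, reached in at least 60% of replicates, without over 20% cell loss; inconclusive means no rule given, readout overlaps actives, possibly toxicity-flagged; inactive means the rest, including those meeting only one limit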;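 further: in these data hits start at about 27%; measured in HUVEC primary endothelial cells; signal is the percent of cells scored E-selectin positive by PE staining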
#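 Assay system: HUVEC primary endothelial cells. Input: 3,000 HUVEC seeded per well. Doses: one compound dose added by pin transfer. Read-out basis: % PE-positive cells. Benchmarks: TNF-alpha high, DMSO low. Detection: immunofluorescence imaging. Buffer or medium: EGM-2, gelatin.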
# RAD52 inh: blocks human RAD52 DNA annealing; P43351; recombinant RAD52 DNA annealing, FRET fluorescence; inhibition, % at 18.7 µM; 0.46% of 360,000 active; AID 651710;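 active means every replicate showing at least 50% inhibition; inconclusive means mean inhibition at least 50% but not in every replicate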
# Target sequence (P43351 whole entry, looked up): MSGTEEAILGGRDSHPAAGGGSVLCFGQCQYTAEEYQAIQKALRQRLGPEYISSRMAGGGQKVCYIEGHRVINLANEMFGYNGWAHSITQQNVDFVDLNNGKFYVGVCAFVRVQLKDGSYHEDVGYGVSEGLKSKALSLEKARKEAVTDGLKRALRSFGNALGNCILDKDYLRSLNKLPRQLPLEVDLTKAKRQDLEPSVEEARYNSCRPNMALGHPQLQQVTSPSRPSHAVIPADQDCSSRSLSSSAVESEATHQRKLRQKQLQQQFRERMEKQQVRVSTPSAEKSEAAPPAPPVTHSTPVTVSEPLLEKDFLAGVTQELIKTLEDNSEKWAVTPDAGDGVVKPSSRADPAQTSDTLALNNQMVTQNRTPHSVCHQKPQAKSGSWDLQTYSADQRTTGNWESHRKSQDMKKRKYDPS
# S100A4 inh HTS: inhibitors of human S100A4 binding to myosin IIA peptide; P26447; S100A4/TAMRA-MyoIIA peptide fluorescence polarization; inhibition, % at 10.7 µM; 0.14% of 360,000 active;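 active means mean inhibition of at least 70% across replicates, with every replicate also reaching that level; inconclusive means mean inhibition reaches 70% but some replicates fall short; inactive means mean inhibition below 70%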
# Target sequence (P26447 whole entry, looked up): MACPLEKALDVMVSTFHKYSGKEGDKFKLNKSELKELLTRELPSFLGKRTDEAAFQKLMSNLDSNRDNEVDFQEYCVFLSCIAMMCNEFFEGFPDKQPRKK
#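 Test system – S100A4 monomer (human) · Compound – single-point compound testing · Schedule – 5 min incubation before reading · Probe or stimulus – TAMRA-labelled myosin IIA heavy-chain peptide probe, 5 nM · Benchmarks – neutral control DMSO, positive control TFP · Medium – Calcium-containing HEPES buffer, pH 7.2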
# * hit, by the source's call; ? = inconclusive; · = no result given.
SMILES,Xi reactivation,RAD54 branch,ERAP1 inh,ERp5 block,esBAF inh,E-selectin induc,RAD52 inh,S100A4 inh HTS
O=C(Cc1ccccc1)N1CC2(C1)[C@H](c1ccccc1)[C@H](CO)N2S(=O)(=O)Cc1ccccc1,0.4,·,-5.1,-1.3,·,0.0,-83.1,6.9
O=C(Cc1cccs1)N1CCN(c2nc(-c3ccc(Cl)cc3)cs2)CC1,·,·,8.6,2.5,2.0,·,-11.4,-1.7
CCNC(=O)C[C@@H]1CC[C@H]2[C@@H](COC[C@@H](O)CN2C(=O)Nc2ccc3c(c2)OCO3)O1,-0.1,1.5,-0.2,4.4,?,0.0,-7.6,-5.1
Cc1cc(C)cc(N(CCC#N)C(=O)COC(=O)C2=COCCO2)c1,-0.2,-2.8,0.5,2.2,-3.5,-0.3,-9.5,0.3
CC(NC(=O)Cc1cccs1)c1ccccc1 (configuration not stated),0.1,·,0.4,2.9,-8.0,-1.6,-8.8,6.5
COc1cc(CC(=O)Nc2ccccc2N2CCOCC2)cc(OC)c1OC,0.0,·,3.7,-62.7,·,-0.6,-4.2,-3.3
CC(C)(C)[S@@](=O)N1Cc2cc(C(=O)NCc3ccccn3)nc(-c3cccc(-c4ccccc4F)c3)c2[C@H]1CCO,0.0,3.9,-2.8,-3.3,-4.3,0.8,-16.9,-12.4
Cc1cccc(-c2oc3ccccc3c2-c2ccc3c(c2)OCO3)c1,0.0,2.7,1.2,-9.0,-3.7,-0.2,-5.2,10.2
CCC1(C(=O)O)NC(c2cc(OC)ccc2O)C2C(=O)N(Cc3ccccc3)C(=O)C21 (configuration not stated),-0.2,-18.8,-2.7,-1.8,4.8,·,-15.7,1.6
CC(=O)Nc1ccc2c(c1)C(=O)N(C)[C@@H]1CC[C@@H](CC(=O)NCc3ccc4c(c3)OCO4)O[C@H]1CO2,0.3,6.6,·,·,-2.7,0.0,·,·
O=C1CSC(c2ccc(F)cc2)N1c1c(F)cccc1F (configuration not stated),0.0,-6.8,2.1,4.0,-19.6,0.6,3.1,-3.5
O=C(NCCc1ccccc1)C(=O)NCC1OCCN1S(=O)(=O)c1cc(F)ccc1F (configuration not stated),-0.2,5.2,-3.7,7.8,-1.2,0.1,-13.3,-0.1
CC(C)CC(NC(=O)c1ccccc1NC(=O)c1ccccc1)C(=O)O (configuration not stated),0.0,1.5,-2.8,3.2,-10.3,-1.3,-4.5,-7.6
C=CCOc1cccc(C2/C(=C(/O)c3ccc4c(c3)CC(C)O4)C(=O)C(=O)N2CCN2CCOCC2)c1 (configuration not stated),0.0,1.5,1.7,-7.9,8.8,·,-17.2,-4.8
COc1ccc([N+](=O)[O-])cc1NC(=O)C(C)OC(=O)c1ccccc1C(=O)c1ccc(Cl)cc1 (configuration not stated),0.0,·,-3.3,3.0,·,-0.1,-8.6,0.6
O=C(NCc1ccc(F)cc1)c1cccnc1,0.2,7.1,0.9,7.5,-7.5,·,-7.7,-1.3
O=C(O)Cc1c(C(=O)O)nnn1-c1ccc(Cl)cc1Cl,0.2,·,0.4,5.3,·,0.0,-12.8,-3.2
CC(=O)C1=CCC(c2ccccc2)N(S(=O)(=O)c2cccc(C)c2)C1 (configuration not stated),-0.1,-11.0,0.6,-4.5,-1.5,-0.1,4.4,-7.4
C[C@H](CO)N1C[C@H](C)[C@H](CN(C)Cc2ccc(-c3ccccc3)cc2)Oc2ccc(NC(=O)Cc3cn(C)c4ccccc34)cc2C1=O,-0.1,·,0.9,-3.0,-12.1,0.0,35.4,-33.6
O=C(O)c1ccccc1SCc1nc2ccccn2c1Br,0.1,2.2,-4.6,2.4,-2.4,0.0,-28.0,-1.3
Cc1c(C#N)c(=O)c(-[n+]2ccccc2)c([S-])n1-c1ccc(Cl)cc1,-0.1,-3.1,4.7,2.5,·,1.9,-2.1,2.1
Oc1c(Cl)cc(Cl)cc1CNc1nccs1,0.1,-1.0,-1.4,-4.5,-4.0,-0.1,-10.1,-8.4
Cc1ccc(C)c(NC(=O)C2CCCN(c3cnccn3)C2)c1 (configuration not stated),0.0,6.3,0.4,-12.6,-3.7,-0.1,-18.9,-5.7
COc1cccc(NC(=O)C2CCCN2S(=O)(=O)c2ccc3c(c2)n(C)c(=O)c(=O)n3C)c1 (configuration not stated),0.0,-1.7,-4.8,1.6,-2.4,·,-14.0,-5.1
C[C@H](CO)N1C[C@H](C)[C@H](CN(C)Cc2ccc(C(=O)Nc3ccccc3N)cc2)Oc2c(NC(=O)C3CCCCC3)cccc2C1=O,-0.1,-9.5,2.6,-3.0,-11.4,0.4,-1.7,-3.9
N#C/C(=C\c1cc2ccccc2nc1N1CCOCC1)C(=O)Nc1ccc(N2CCOCC2)cc1,0.0,2.0,-0.4,5.1,·,·,-7.8,-6.0
Cc1c(C(=O)NC2CCN(Cc3ccccc3)C2)oc2ccc(Br)cc12 (configuration not stated),0.3,0.0,1.1,-1.5,-4.8,-0.1,-18.3,-6.1
Cc1cc(C(=O)Nc2cccc3c2O[C@@H](CN(C)Cc2ccc(Cl)c(Cl)c2)[C@@H](C)CN([C@H](C)CO)C3=O)n(C)n1,-1.2,2.2,3.5,0.6,-3.8,0.0,2.2,-6.3
CCn1cc(C(=O)OCC(=O)c2ccc(Cl)cc2)c(=O)c2ccc(C)nc21,0.0,1.9,1.2,-0.2,1.0,-0.2,-14.2,-1.9
C(=C\c1ccccc1)/CN1CCN(C(c2cccc3ccccc23)c2nnnn2Cc2ccccc2)CC1 (configuration not stated),0.0,-1.8,·,0.9,-0.4,·,-6.0,-1.4
COc1ccccc1-c1cnc2c(c1)C(=O)N([C@@H](C)CO)C[C@H](C)[C@H](CN(C)C(=O)c1ccccc1)O2,-0.5,3.2,·,·,-6.3,-4.2,·,·
CO[C@H]1CN(C)C(=O)c2cc(NC(=O)c3ccccc3)ccc2OC[C@@H](C)NC[C@H]1C,0.5,-4.6,-2.9,13.0,-2.1,-0.1,-16.4,2.6
Cc1ccc(NC(=S)NC(=O)c2ccc(F)cc2)cc1S(=O)(=O)Nc1ccccc1Cl,-0.1,·,1.2,-3.2,·,·,-37.6,9.9
COc1ccc2c3c(n(C)c2c1)[C@H](CO)N(C(=O)NC(C)C)CC31CCN(Cc2nccs2)CC1,0.0,·,4.4,2.4,·,-0.3,1.0,7.7
CCN(C[C@H]1N[C@@H](CO)[C@@H]1c1ccc(-c2ccccc2)cc1)C(=O)COC,0.0,-1.7,-1.5,0.0,-11.0,-0.2,-12.1,7.5
Cc1cc(C)cc(NC(=O)CSc2nc(=O)n3cc(C)ccc3n2)c1,-0.1,8.2,1.0,5.0,·,-0.2,2.0,-4.8
C[C@@H]1CN([C@@H](C)CO)C(=O)c2cc(NS(=O)(=O)c3ccc(Cl)cc3)ccc2O[C@@H](C)CCCCO[C@@H]1CN(C)C(=O)Nc1ccc(F)cc1,0.3,-4.8,3.0,3.0,-5.9,0.3,-5.2,-4.2
CCn1c(CCNC(=O)c2cccs2)n[nH]c1=S,0.0,-1.6,-0.6,3.8,·,·,-10.9,-0.2
O=C(Nc1cccc(Cl)c1)c1ccc2sc([C@H]3C[C@H](O)[C@@H](CO)O3)nc2c1,0.3,-4.0,-0.3,-2.3,66.5*,-0.2,-10.1,-2.8
CC1CN(C(=O)CCC(=O)NC2CCCCC2)c2ccccc2S1 (configuration not stated),0.2,-4.9,1.8,11.4,-2.7,-0.1,-6.5,-0.9

# An excerpt of these results, as labelled records:
O=C(Nc1cccc(Cl)c1)c1ccc2sc([C@H]3C[C@H](O)[C@@H](CO)O3)nc2c1
  Xi reactivation: 0.3; RAD54 branch: -4.0; ERAP1 inh: -0.3; ERp5 block: -2.3; esBAF inh: 66.5*; E-selectin induc: -0.2; RAD52 inh: -10.1; S100A4 inh HTS: -2.8
Oc1c(Cl)cc(Cl)cc1CNc1nccs1
  Xi reactivation: 0.1; RAD54 branch: -1.0; ERAP1 inh: -1.4; ERp5 block: -4.5; esBAF inh: -4.0; E-selectin induc: -0.1; RAD52 inh: -10.1; S100A4 inh HTS: -8.4
Cc1c(C#N)c(=O)c(-[n+]2ccccc2)c([S-])n1-c1ccc(Cl)cc1
  Xi reactivation: -0.1; RAD54 branch: -3.1; ERAP1 inh: 4.7; ERp5 block: 2.5; esBAF inh: ·; E-selectin induc: 1.9; RAD52 inh: -2.1; S100A4 inh HTS: 2.1

# (listing goes on)
SMILES,Xi reactivation,RAD54 branch,ERAP1 inh,ERp5 block,esBAF inh,E-selectin induc,RAD52 inh,S100A4 inh HTS
CN(CC(=O)Nc1ccc(F)cc1)C(=O)COc1ncnc2ccccc12,-0.1,6.8,-1.6,-2.2,-5.6,1.7,-6.7,3.1
COc1ccccc1NS(=O)(=O)c1cc(NC(=S)Nc2cc(C)cc(C)c2)ccc1Cl,0.3,·,-1.1,3.1,·,·,-37.0,-5.5
C[C@@H]1CCCCO[C@H](CN(C)S(=O)(=O)c2ccccc2)[C@@H](C)CN([C@@H](C)CO)C(=O)c2cc(NS(=O)(=O)c3ccccc3)ccc2O1,0.1,3.8,-1.5,-2.9,2.5,-0.1,-61.1,-2.4
CC(C)Oc1ccc(CN2CCC2(C)C(=O)Nc2ccc3c(c2)OCO3)cc1 (configuration not stated),0.3,-10.7,-1.9,-4.5,-3.7,0.6,-0.6,-24.2
Cc1c(NC(=O)CSc2ccc(Cl)cc2)cccc1-c1nc2cc(Cl)ccc2o1,0.0,7.4,-0.8,-3.9,27.2,·,-71.4,-11.4
CC(=O)N1CC2(C1)[C@H](c1ccc(-c3ccc(C#N)cc3)cc1)[C@@H](CO)N2C(=O)C1CC1,0.0,·,-0.1,-1.0,·,0.3,-13.0,-10.8
CCOc1ccc(CN2CCNC(=O)C2CC(=O)N(C)Cc2nonc2C)cc1 (configuration not stated),0.0,-5.6,0.1,1.7,0.5,-0.5,-13.5,-3.6
CSCCC(N=C(NS(=O)(=O)c1ccc(C)cc1)c1ccccc1)C(=O)O (configuration not stated),0.2,·,·,6.4,-0.8,-0.9,-13.0,-1.5
COc1ccc(C2CC(c3ccc(Cl)cc3)=NN2C(C)=O)cc1 (configuration not stated),0.1,4.6,-1.1,2.8,51.6*,·,-9.6,-5.7
CC(C)C[C@H](NC(=O)c1nc[nH]c1C(=O)NCC(=O)OCc1ccccc1)C(=O)OCc1ccccc1,0.1,-11.4,0.5,0.7,-6.3,-0.8,4.9,-1.0
CCC(C)NS(=O)(=O)c1ccc(OCC(=O)N2CCC(C)CC2)cc1 (configuration not stated),·,2.4,-5.2,-1.8,-2.9,·,-1.4,0.9
C[C@H](CO)N1C[C@H](C)[C@H](CN(C)Cc2ccc(C(=O)O)cc2)Oc2ccc(NC(=O)Nc3ccc(C(F)(F)F)cc3)cc2CC1=O,-1.1,8.2,-2.9,-3.6,-3.5,·,-4.2,-4.9

# Source: PubChem BioAssay
